# High-throughput results (PubChem)
# FLuc counter: counter-screen for miR-21 project: firefly luciferase inhibitors or activators | P08659 | purified FLuc, Km substrates, luminescence inhibition | Potency, µM (titrated, usually from 57.5 µM), inactives show top-dose activity change, negative = inhibition, usual class: inhibitors | 6.9% of 360,000 active;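 further: plate controls were vehicle for no effect and reference inhibitor for full effect; nearly all actives have a fitted effect of over 55% in size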
# Target sequence (P08659 whole entry, looked up): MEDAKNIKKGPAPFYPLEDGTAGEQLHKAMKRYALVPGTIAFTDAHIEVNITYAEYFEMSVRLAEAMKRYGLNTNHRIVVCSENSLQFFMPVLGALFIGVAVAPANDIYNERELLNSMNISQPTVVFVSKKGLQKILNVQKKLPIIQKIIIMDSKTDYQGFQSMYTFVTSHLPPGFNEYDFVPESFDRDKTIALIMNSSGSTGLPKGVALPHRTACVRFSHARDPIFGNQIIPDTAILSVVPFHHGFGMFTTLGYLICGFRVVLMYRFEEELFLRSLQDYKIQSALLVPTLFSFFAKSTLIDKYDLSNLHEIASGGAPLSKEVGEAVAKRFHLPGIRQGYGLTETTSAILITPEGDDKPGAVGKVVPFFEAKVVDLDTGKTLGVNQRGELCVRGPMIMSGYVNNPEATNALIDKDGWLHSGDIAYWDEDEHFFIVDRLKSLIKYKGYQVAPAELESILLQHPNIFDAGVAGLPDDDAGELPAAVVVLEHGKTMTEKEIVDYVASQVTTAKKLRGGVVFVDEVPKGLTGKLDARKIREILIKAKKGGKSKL
#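 Biochemical qHTS of compounds, final roughly 60 µM downward over six points, against 10 nM purified firefly luciferase using Km concentrations of substrates (10 uM D-luciferin, 10 uM ATP) in Tris acetate pH 7.5 buffer; luminescence output.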
# p53 reactivator: mutant p53 re-activation in reporter cells | 0.063% of 320,000 active | AID 504706 | H1299 p53-A138V BP100-luciferase reporter, luminescence, 24 h | Potency, µM (series often up to 92.2 µM), for the others: top-dose activity change, positive = activation, actives largely listed as activators; further: % of control where 0% means no effect; nearly all actives have a fitted effect of over 45% in size
#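 p53-null H1299 cells stably carrying temperature-sensitive p53-A138V and a BP100-luciferase reporter were pinned with compounds (4-point, 1:5 series) and held 24 hrs at 37 deg C. Luminescence was read 10 min after detection reagent.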
# Rab9 prom act: Rab9 promoter activation; AID 485297; Huh7 Rab9 promoter-luciferase reporter, luminescence, 24 h; 2.8% of 320,000 active; Potency, µM (doses to about 9.22 µM), for the others: top-dose activation, negative = inhibition, hits mostly activators; further: % of control where 0% means no effect; nearly all actives have a fitted effect of over 60% in size
#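 Huh7 cells stably carrying Rab9 promoter–luciferase reporter, plated 1500 cells/well, compound added after 2 h and incubated 24 h at 37 °C; luciferase luminescence then read after 10 min with detection reagent.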
# RORgamma inh: inhibitors of mouse ROR gamma transcriptional activity; Drosophila S2 Gal4-RORgamma UAS-luciferase reporter, 20 h; Potency, µM (series often up to 53.6 µM), for inactives: top-dose activity change, negative = inhibition, hits mostly inhibitors; 5.4% of 310,000 active; AID 2551; further: on the % scale 0 is the no-effect control and ±100 the full control effect; nearly all actives have a fitted effect of over 60% in size
# Target sequence (P51450 whole entry, looked up, the tested form may be a part): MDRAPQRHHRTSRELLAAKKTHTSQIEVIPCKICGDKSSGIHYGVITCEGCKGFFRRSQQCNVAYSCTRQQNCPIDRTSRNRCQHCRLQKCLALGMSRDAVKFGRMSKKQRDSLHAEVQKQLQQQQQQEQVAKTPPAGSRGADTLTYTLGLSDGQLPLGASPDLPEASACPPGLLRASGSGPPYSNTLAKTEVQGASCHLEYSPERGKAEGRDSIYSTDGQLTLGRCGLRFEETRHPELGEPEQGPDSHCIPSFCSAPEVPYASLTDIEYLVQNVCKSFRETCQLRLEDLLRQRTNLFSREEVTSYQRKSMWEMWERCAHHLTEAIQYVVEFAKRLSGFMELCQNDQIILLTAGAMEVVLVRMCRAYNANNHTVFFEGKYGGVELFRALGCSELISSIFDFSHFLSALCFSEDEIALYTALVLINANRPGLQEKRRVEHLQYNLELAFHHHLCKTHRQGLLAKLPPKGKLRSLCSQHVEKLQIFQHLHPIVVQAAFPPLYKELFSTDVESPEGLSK
#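 Luciferase reporter read in Schneider cells carrying Gal4-RORγ (mouse) and UAS-Photinus luciferase; cells given compound 1 h before 700 uM copper sulfate induction, then incubated 20 h at ambient temperature.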
# NPC1 prom act: activates the NPC1 promoter; Huh7 NPC1 promoter luciferase reporter, 24 h; AID 485313; 2.4% of 320,000 active; Potency, µM (titrated, usually from 9.22 µM), for inactives: at the highest dose activation, hits mostly activators;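 further: % of control where 0% means no effect; nearly all actives have a fitted effect of over 60% in size; reporter is driven by a mutant NPC1 promoter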
#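 Huh7 cells stably carrying NPC1 promoter–luciferase, plated in Opti-MEM with 10% FBS for 2 h, were exposed to compound in DMSO for 24 h at 37 °C; luciferase reagent was added for 10 min and luminescence read.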
# Gal4-VP16 FLuc: Gal4-VP16 reporter inhibition counter-screen; Potency, µM (top dose mostly 53.6 µM), without a hit: at the top dose activity, negative = inhibition, most hits filed as inhibitors; 3.5% of 310,000 active; AID 2546; Drosophila S2 Gal4-VP16 UAS-luciferase, luminescence, 20 h;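 further: Gal4-VP16 expression switched on by copper sulfate through the metallothionein promoter; on the % scale 0 is the no-effect control and ±100 the full control effect; nearly all actives have a fitted effect of over 50% in size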
# BRCA1 expr act: BRCA1 expression activation. MCF7-BRCA1-FFLuc reporter, luminescence, 48 h; response scale: scaled: vehicle 0%, 10 µM genistein 100%. Potency, µM (highest dose often 46.1 µM), inactives show at the top dose activation, hits mostly activators. 1.1% of 380,000 active. AID 624202; further: nearly all actives have a fitted effect of over 80% in size; some results filed as inactive show a strong effect at the top dose
#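 MCF7 cells carrying a BRCA1-firefly luciferase reporter (2000 cells/well, phenol-red free MEM) were attached for 2 h at 37 °C, then given compounds for 48 h. Luminescence was read 15 min after luciferase reagent; activity normalized to genistein (10 microM) and DMSO.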
# uPA generation: inhibitors of cell surface uPA generation; cell surface uPA generation assay, qHTS; Potency, µM (doses to about 38.3 µM), inactives show at the highest dose activity change, negative = inhibition, actives largely listed as inhibitors; 0.31% of 330,000 active; active means well fitted inhibition curve with a large enough effect; inconclusive means small, poorly fitted or top-dose-only effect; inactive means no such curve, though single readings can be large or run the other way; tested in mouse RAW 264.7 cells; further: on the % scale 0 is the no-effect control and ±100 the full control effect; nearly all actives have a fitted effect of over 55% in size
# MBNL1-CUG inh: blocks human MBNL1 binding to CUG repeat RNA. Q9NR56. Potency, µM (titrated, usually from 57.5 µM), for the others: at the highest dose activity change, negative = inhibition, usual class: inhibitors. AID 2675. TR-FRET MBNL1-His/biotin-(CUG)12 binding, 665/545 ratio. 0.036% of 280,000 active; active means well fitted inhibition curve with a large enough effect in the signal ratio, with a control signal flat, not every such curve was filed as active; inconclusive means small, poorly fitted or top-dose-only effect, or effect the other way, or a change in a side signal; inactive means no such curve, though single readings can be large or run the other way; the % refers to the signal ratio; further: on the % scale 0 is the no-effect control and ±100 the full control effect
#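 His-tagged MBNL1 binding to biotinylated (CUG)12 RNA was measured by TR-FRET using terbium anti-His antibody (0.055 ng/ul final) and streptavidin-XL665 (5 nM final). Compounds were titrated 92 nM to 58 uM; 60 min at room temperature.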
# ELG1 genotox: inducers of genotoxicity in HEK293T ELG1-luciferase cells | HEK293T ELG1-luciferase reporter, luminescence, 16 h | Potency, µM (top dose mostly 46 µM), for inactives: at the highest dose activity change, positive = activation, usual class: activators | 1.3% of 330,000 active | AID 504466; further: % of control where 0% means no effect; nearly all actives have a fitted effect of over 60% in size
#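 DMSO vehicle served as control against compound-treated ELG1-luciferase HEK293T cells; exposure lasted 16 hr at 37 °C and 5% CO2, followed by ONE-Glo luminescence detection after 30 min.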
# Starred values were filed as active, the others as inactive; ? = inconclusive; . = no result given; [ ] = dose if it differs, or a comment. Unless noted, the call rests on the fitted dose curve; in most records, active means well fitted curve in the direction sought with a large enough effect; inconclusive means small, poorly fitted or top-dose-only effect, or another doubt; inactive means no such curve, though single readings can be large; an effect the other way counts as inactive or inconclusive. Potency means the concentration at half of the fitted maximal effect.
SMILES,FLuc counter,p53 reactivator,Rab9 prom act,RORgamma inh,NPC1 prom act,Gal4-VP16 FLuc,BRCA1 expr act,uPA generation,MBNL1-CUG inh,ELG1 genotox
Cn1c(=O)c2c(nc(NCCCN3CCOCC3)n2Cc2ccc(Cl)cc2Cl)n(C)c1=O,-0.7%,-2.4%,-0.8%,-1.4%,-0.6%,0.3%,.,.,-17.0%,2.6%
O=C(NCCOc1cccc(Cl)c1Cl)c1cc(-n2cnnc2)ccc1Cl,-2.7%,-10.6%,2.0%,13.3%,-6.1%,7.0%,-18.9%,.,-0.2%,1.0%
Cc1ccccc1NC(=O)c1ccc2ccccc2c1,15.1µM*,.,?,35.8%,?,-0.8%,48.7%,-0.2%,6.0%,?
CN1/C(=C\C(=O)COC(=O)c2ccc([N+](=O)[O-])o2)C(C)(C)c2ccccc21,-3.9%,1.8%,-1.5%,?,-4.8%,-13.7%,-7.1%,1.6%,.,-2.4%
CC(=O)Nc1cccc(C(=O)Nc2cccc(S(=O)(=O)NCc3ccco3)c2)c1,-1.2%,5.3%,-2.9%,.,-0.3%,.,11.8%,-31.3%,.,-1.3%
CCCN(CCC)S(=O)(=O)c1ccc(C(=O)Nc2nnc(-c3cccc(OC)c3)o2)cc1,1.7%,16.1%,-31.9%[inhibitor],0.398µM*,-19.4%,0.631µM*,-49.8%,-3.5%,-16.4%,-0.7%
Clc1ccccc1-c1nc(-c2ccc(Br)o2)no1,1.2µM*,1.0%,0.708µM*,?,1.26µM*,-29.7%,2.3%,-15.2%,-5.7%,4.11µM*
CCc1nnc(NC(=O)Cn2c(=O)oc3ccccc32)s1,-0.3%,-2.3%,-1.8%,0.2%,-0.2%,5.5%,3.7%,-1.8%,-8.0%,-3.9%
CC(=O)c1ccc(-c2nc3ccccc3n2C)o1,21.3µM*,?,?,-24.6%,?,-7.4%,?,1.5%,?,20.6µM*
Cc1ccc(S(=O)(=O)N2CCN(CC(=O)N3CCOCC3)CC2)cc1,-1.6%,3.5%,-3.6%,-26.9%,?,3.0%,-5.9%,1.9%,0.9%,2.6%
CC12CCC(C[N+](C)(C)C1)C2(C)C (stereo not given),-1.7%,-0.8%,5.0%,34.9%,-2.2%,-7.0%,14.7%,-9.2%,0.3%,3.4%
Cc1ccc(OCCC(=O)OCC(=O)c2c(N)n(C)c(=O)n(C)c2=O)cc1,-11.1%,4.2%,1.0%,.,4.0%,.,12.7%,-2.7%,.,-4.0%
O=C(NCc1cn2ccccc2n1)c1ccc2c(c1)OCO2,-0.9%,-1.3%,2.0%,-21.8%,-3.0%,-10.2%,1.4%,-0.9%,-6.1%,1.4%
CNc1ccc(C(=O)OCC(=O)NCc2ccc3c(c2)OCO3)cc1[N+](=O)[O-],4.6%,3.5%,-3.0%,.,-0.2%,.,-1.3%,1.3%,.,7.2%
COc1ccc2[nH]c(=O)c(C(c3nnnn3C(C)(C)C)N(Cc3ccco3)CC3CCCO3)cc2c1 (stereo not given),1.0%,1.4%,-4.8%,19.8%,2.3%,-0.6%,-3.3%,-17.0%,8.0%,-3.0%
Cc1nn(-c2ccccc2)c(C)c1C(=O)OCC(=O)N1c2ccccc2NC(=O)C1(C)C,-0.1%,-1.6%,-4.2%,-21.2%,-4.9%,-6.7%,-21.8%,1.0%,0.0%,-18.2%
CC/C(=N/N=C(\CC)c1ccccc1)c1ccccc1,-0.6%,5.8%,-0.6%,4.5%,-0.1%,-1.2%,-29.9%,2.6%,.,-2.4%
CC(NC(=O)C12CC3CC(CC(C3)C1)C2)c1ccc(F)cc1 (stereo not given),-0.8%,-1.7%,-1.1%,6.8%,5.7%,6.3%,-10.6%,-0.1%,-14.6%,0.9%
C=CCSc1nnc(NC(=O)C2CC(=O)N(c3ccc4c(c3)OCCO4)C2)s1 (stereo not given),.,0.2%,.,.,.,.,-6.5%,-1.2%,.,1.7%
COc1ccc(S(=O)(=O)N(C)C[C@H]2Oc3c(cccc3N(C)C)C(=O)N([C@H](C)CO)C[C@@H]2C)cc1,.,-4.6%,.,.,.,.,-23.1%,9.4%,.,-0.6%
COc1ccc(/C(C)=N/Nc2nc3ccccc3n3cnnc23)cc1OC,10.7µM*,1.9%,9.1%,10.2%,3.8%,1.2%,7.0%,-23.4%,11.1%,-0.9%
COc1ccc(C2=NN(C(=O)CSc3nnc(C)c(=O)n3N)C(c3ccco3)C2)cc1 (stereo not given),-6.7%,10.3%,4.3%,39.9%,0.4%,-3.7%,51.8%,-2.3%,0.9%,9.7%
CCCn1c(N)c(C(=O)CSc2nc3ncc(Cl)cc3[nH]2)c(=O)[nH]c1=O,0.2%,-2.3%,-6.4%,.,1.0%,.,41.7%,-25.1%,.,-2.7%
O=C(O)/C=C/C(=O)Nc1ccc(OC(F)(F)Cl)cc1,?,-2.3%,-3.5%,1.0%,-6.7%,8.3%,-22.7%,-1.0%,2.1%,0.1%
CC1=CN2C(=N)/C(=C/c3ccc(Sc4ccc(C)cc4)o3)C(=O)N=C2S1,19µM*,25.1%,-8.1%,2.24µM*,6.5%,3.98µM*,-43.3%,-0.5%,?,1.3%
N#CC1=C(N)Oc2ccc3ccc(O)cc3c2C1c1ccsc1 (stereo not given),-1.1%,7.3%,-10.0%,-13.8%,-3.6%,-25.8%,-59.8%,-2.1%,3.4%,11.5%
CCN(CC(=O)Nc1ccc2c(c1)OCCO2)C(=O)C(C)Oc1ccc(Cl)cc1 (stereo not given),9.9%,1.2%,-4.9%,.,-2.2%,.,-5.1%,3.8%,.,0.0%
CC(=O)c1c(C)[nH]c(C(=O)COC(=O)c2cc(S(=O)(=O)N(C)c3ccccc3)ccc2Cl)c1C,0.8%,-8.6%,0.9%,?,-3.6%,-12.2%,-14.0%,-4.2%,71.2%[activator],4.0%
CCN(CCNC(=O)C1CCC(=O)N1Cc1ccc(C)cc1)c1ccccc1 (stereo not given),-3.2%,-5.5%,0.4%,17.7%,1.8%,-4.0%,2.6%,-0.8%,2.4%,1.5%
O=C(O)C1=C[C@H](c2coc3ccccc3c2=O)C[C@H](OCCCCO)O1,-0.1%,-1.1%,-0.7%,-0.7%,3.2%,4.0%,5.2%,-26.7%,-5.0%,2.1%
CCc1ccc(CNC(=O)CCCC(=O)n2nc(C)c3ccccc32)cc1,2.2%,-8.3%,-1.2%,9.5%,-0.2%,-14.3%,12.7%,4.3%,-5.7%,-2.7%
Cc1ccc(N(C(=O)CNC(=O)c2ccco2)C(C(=O)NCC2CCCO2)c2ccccc2)cc1C (stereo not given),-1.2%,-2.0%,7.3%,7.5%,2.9%,3.4%,-4.0%,-7.7%,-4.3%,-10.4%
Cc1ccc(N(C(=O)CCC(=O)Nc2cc(C)on2)C(C(=O)NC2CCCC2)c2ccccc2)cc1 (stereo not given),-2.5%,-1.1%,-2.2%,21.1%,-4.2%,-5.3%,-21.3%,-11.3%,7.3%,-5.6%
c1ccc(-c2nnc(-c3ccccn3)s2)nc1,1.35µM*,-9.4%,0.0891µM*,1.78µM*,0.1µM*,5.3%,-78.5%[inhibitor],-6.7%,5.4%,?
Cc1cccc(OCC(=O)Nc2nc(-c3ccncc3)cs2)c1,4.3%,-0.8%,-7.6%,.,-7.6%,.,-0.7%,-35.2%,.,-6.9%
O=C(O)c1cccc2cc(-c3ccccc3)oc(=O)c12,?,-1.9%,-3.6%,-30.6%,11.5%,-9.8%,11.2%,5.2%,16.7%,1.9%
COC(=O)CNC(=O)Cn1cnc2sc(C)c(S(=O)(=O)N3CCC(C)CC3)c2c1=O,-0.3%,-4.2%,11.9%,-4.2%,0.6%,-1.0%,0.0%,2.2%,-7.8%,1.3%
Cc1cc(NS(=O)(=O)c2ccc(NC(=O)CSc3nc4sc(C(=O)O)c(C)c4c(=O)[nH]3)cc2)no1,?,-1.6%,-4.9%,3.8%,-2.4%,5.6%,0.0%,-0.6%,-8.2%,1.0%

# Rab9 prom act: hit marks shown above.
Structure	p53 reactivator	Rab9 prom act	RORgamma inh	NPC1 prom act	uPA generation	MBNL1-CUG inh
Clc1ccccc1-c1nc(-c2ccc(Br)o2)no1	1.0%	0.708µM*	?	1.26µM*	-15.2%	-5.7%
c1ccc(-c2nnc(-c3ccccn3)s2)nc1	-9.4%	0.0891µM*	1.78µM*	0.1µM*	-6.7%	5.4%

# Quoted at random: 2 entries already listed, in no set order.
SMILES,FLuc counter,p53 reactivator,Rab9 prom act,RORgamma inh,NPC1 prom act,Gal4-VP16 FLuc,BRCA1 expr act,uPA generation,MBNL1-CUG inh,ELG1 genotox
COC(=O)CNC(=O)Cn1cnc2sc(C)c(S(=O)(=O)N3CCC(C)CC3)c2c1=O,-0.3%,-4.2%,11.9%,-4.2%,0.6%,-1.0%,0.0%,2.2%,-7.8%,1.3%
O=C(O)c1cccc2cc(-c3ccccc3)oc(=O)c12,?,-1.9%,-3.6%,-30.6%,11.5%,-9.8%,11.2%,5.2%,16.7%,1.9%
